Compound activity from PubChem.
PRMT1 FP inh: PRMT1 (human) inhibition, primary screen; Q99873; recombinant PRMT1, activity-based probe fluorescence polarization; inhibition, % at 2.79 µM; 370,000 tested, 1.3% active; AID 652257;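 active = inhibition above about 21% made by adding two undisclosed values, limit read from the data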
TCR-CD3 inh: inhibitors of human TCR-CD3 interaction. TAMRA-labeled TCR probe fluorescence, biochemical. inhibition, % at 9.4 µM. 360,000 tested, 0.37% active; in the data active = inhibition above about 19%;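 note: recombinant mutant TCR 2C K166C tagged with TAMRA read by polarization; 0% = receptor in buffer alone and 100% = receptor with positive control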
rCAG RNA binder: binds r(CAG) RNA repeats; r(CAG) RNA repeat, TO-PRO-1 dye displacement fluorescence; inhibition, % at 3 µM; 370,000 tested, 1.3% active;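 active = inhibition above the plate cutoff, the mean of all test compounds on that plate plus 3 SD, cut at about 35% in these data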;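 note: 0% = DMSO alone and 100% = 100 µM mitoxantrone as full dye displacement; higher means more dye released from RNA so lower well fluorescence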
UHRF1 binding: blocks human UHRF1 binding to methylated DNA. Q96T88. UHRF1 binding to methylated oligo, TR-FRET. inhibition, % at 4.4 µM. 370,000 tested, 0.75% active. AID 687016; in the data active = inhibition above about 21%;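 note: UHRF1 SRA domain binding a hemimethylated CpG hairpin DNA probe; 0% = median of test compound wells and 100% = reference inhibitor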
NPR2 activator: GC-B (human) receptor activation; P20594; HEK293-GC-B cells, CNP EC30, cGMP TR-FRET; 0% at EC30 CNP, 100% saturating CNP; activation, % at 10 µM; 370,000 tested, 0.11% active; AID 1920062;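 active = activation at 10 µM reaching about 35% in either raw or pattern-adjusted values, limit read from the data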
MBD2 DNA inh: MBD2-methylated oligo binding inhibition. TR-FRET, MBD2 binding to methylated oligonucleotide. inhibition, % at 4.4 µM. 370,000 tested, 0.31% active. AID 686964; in the data active = inhibition above about 13%
SIAE primary: human SIAE inhibition, primary screen; Q9HAT2; SIAE FP-Rh probe binding, fluorescence polarization; inhibition, % at 9.66 µM; 370,000 tested, 0.69% active;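 active = inhibition above a cutoff: mean of compounds within the control limits plus 3 SD of those, cut at about 17% in these data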;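 note: 0% = plate median of compound wells and 100% = probe without SIAE protein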
mABHD4 FP: inhibits mouse alpha/beta hydrolase domain 4; purified mABHD4, FP-Rh probe fluorescence polarization; inhibition, % at 8.92 µM; 370,000 tested, 0.54% active;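 active = inhibition exceeding the mean over every tested compound plus 3 SD, cut at about 30% in these data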;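 note: 0% = plate median of compound wells and 100% = S159A mutant with DMSO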
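Test system: mABHD4 protein | Buffer or medium: HEPES pH 7.0 buffer, 150 mM NaCl, 0.01% Pluronic F-127 | Probe or stimulus: FP-Rh fluorescent activity-based probe, added after compound pre-incubation | Timing: Pre-incubation 45 min, probe exposure 60 min, at 25 °C | Technique: Fluorescence polarization, excitation 525 nm, emission 598 nm, BODIPY TMR filters | Repeats: Single well per compound (singlicate)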
HTRA1 inhibitor: blocks human HTRA1 serine peptidase. 340,000 tested, 0.5% active. Q92743. inhibition, % at 5.96 µM. recombinant HTRA1, FP-rhodamine activity-based probe, fluorescence polarization; in the data active = inhibition above about 36%;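 note: 0% = enzyme with DMSO and 100% = wells lacking enzyme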
GC-A act: GC-A (human) enzyme activation. 370,000 tested, 0.14% active. activation, % at 10 µM. HEK293 GC-A cells, cGMP TR-FRET, EC30 ANP; 0% at EC30 ANP, 100% saturating ANP. P16066; in the data active = activation above about 40%
Target sequence (P16066 whole entry, looked up): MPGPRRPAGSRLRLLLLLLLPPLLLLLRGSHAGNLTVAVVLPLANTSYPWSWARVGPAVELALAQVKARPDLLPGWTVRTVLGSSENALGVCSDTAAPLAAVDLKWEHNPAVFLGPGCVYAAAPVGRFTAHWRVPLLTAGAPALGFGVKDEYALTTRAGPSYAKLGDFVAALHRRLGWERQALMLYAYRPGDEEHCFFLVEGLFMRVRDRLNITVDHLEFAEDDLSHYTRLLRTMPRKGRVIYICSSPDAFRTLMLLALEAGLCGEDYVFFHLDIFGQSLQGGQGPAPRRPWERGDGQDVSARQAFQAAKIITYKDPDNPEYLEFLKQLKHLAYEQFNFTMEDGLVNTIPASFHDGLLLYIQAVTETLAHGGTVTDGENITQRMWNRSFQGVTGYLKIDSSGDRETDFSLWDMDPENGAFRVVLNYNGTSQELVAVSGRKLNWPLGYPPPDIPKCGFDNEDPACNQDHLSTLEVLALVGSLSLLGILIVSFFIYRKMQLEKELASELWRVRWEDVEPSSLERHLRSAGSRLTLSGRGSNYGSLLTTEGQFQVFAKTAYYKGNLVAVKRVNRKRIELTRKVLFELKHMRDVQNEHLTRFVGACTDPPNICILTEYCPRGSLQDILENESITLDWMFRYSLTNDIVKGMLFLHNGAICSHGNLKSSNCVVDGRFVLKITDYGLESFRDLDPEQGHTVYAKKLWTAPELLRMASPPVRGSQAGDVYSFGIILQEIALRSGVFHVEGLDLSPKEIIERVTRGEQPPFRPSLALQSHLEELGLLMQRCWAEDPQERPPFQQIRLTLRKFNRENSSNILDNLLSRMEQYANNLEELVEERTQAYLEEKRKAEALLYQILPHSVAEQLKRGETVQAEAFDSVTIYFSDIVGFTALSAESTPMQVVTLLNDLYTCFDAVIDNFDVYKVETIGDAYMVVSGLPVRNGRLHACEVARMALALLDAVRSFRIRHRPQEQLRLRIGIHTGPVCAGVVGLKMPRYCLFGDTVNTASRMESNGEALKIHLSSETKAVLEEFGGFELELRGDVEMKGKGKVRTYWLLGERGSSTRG
The depositor's hits bear a star; x = not tested or not shown. Not all compounds are listed (hit frequency here may not be typical).

Keys: A = PRMT1 FP inh; B = TCR-CD3 inh; C = rCAG RNA binder; D = UHRF1 binding; E = NPR2 activator; F = MBD2 DNA inh; G = SIAE primary; H = mABHD4 FP; I = HTRA1 inhibitor; J = GC-A act
1: Cc1ccc(NC(=O)COC(=O)c2ccc3c(c2)OCO3)cc1S(=O)(=O)N1CCCCC1
  A = 1	B = 6	C = 8	D = 2	E = -3	F = 1	G = -40	H = -27	I = -22	J = 1

2: CCCNC(=O)C1(C)CCCN(Cc2cccc3ccccc23)C1 (stereo not given)
  A = -4	B = 1	C = 0	D = 0	E = -3	F = 1	G = -3	H = -4	I = x	J = -3

3: CN(C(=O)CSc1ncn[nH]1)C1(C#N)CCCCC1
  A = 2	B = -1	C = 0	D = 10	E = -1	F = 1	G = -6	H = 5	I = -6	J = -4

4: Cc1onc(-c2c(F)cccc2Cl)c1C(=O)N1CCCCC1
  A = -1	B = 6	C = -2	D = 0	E = 2	F = -2	G = 0	H = 11	I = 3	J = -1

5: COc1ccccc1N1CCN(C2CC(=O)N(c3cccc(Cl)c3)C2=O)CC1 (stereo not given)
  A = 9	B = 9	C = 2	D = -3	E = 2	F = -5	G = -2	H = -3	I = 8	J = -1

6: O=C(CCC(=O)N1CCN(S(=O)(=O)c2ccccc2Cl)CC1)c1ccccc1
  A = -1	B = -8	C = -1	D = 0	E = 2	F = 0	G = -1	H = -1	I = -7	J = -1

7: NNC(=O)COc1cccc(C(F)(F)F)c1
  A = 4	B = -5	C = -2	D = 3	E = 8	F = -2	G = 0	H = -4	I = 0	J = 1

8: COc1ccc(NC(=O)CN(C)CC(=O)NCc2ccc(C)cc2)cc1
  A = -2	B = -6	C = 3	D = 14	E = 0	F = 2	G = 1	H = 3	I = -7	J = 1

9: COc1ccc(OC)c(NC(=O)CNC(=O)Cn2c(C)cc3ccccc3c2=O)c1
  A = 0	B = 4	C = -1	D = 18	E = -3	F = 11	G = -6	H = 8	I = 8	J = -5

10: COc1cccc(C2=NN(C(=O)c3ccco3)C(O)(C(F)(F)F)C2)c1 (stereo not given)
  A = 4	B = -4	C = 2	D = 1	E = -1	F = 1	G = -4	H = -2	I = 2	J = -3

Next results follow:
Keys: A = PRMT1 FP inh; B = TCR-CD3 inh; C = rCAG RNA binder; D = UHRF1 binding; E = NPR2 activator; F = MBD2 DNA inh; G = SIAE primary; H = mABHD4 FP; I = HTRA1 inhibitor; J = GC-A act
11: O=C(N/N=C/c1coc2ccccc2c1=O)c1cn(-c2ccccc2)nc1-c1ccc(F)cc1
  A = 1	B = -3	C = 4	D = -3	E = -19	F = -4	G = -10	H = -4	I = -20	J = -7

12: CNc1ncnc2c1ncn2[C@H]1CN(Cc2ccc(F)cc2)C[C@@H](CO)O1
  A = 0	B = -7	C = -1	D = -3	E = 2	F = 2	G = 5	H = 1	I = x	J = 3

13: COc1ccc2c(c1)C(=O)N(CCc1ccc(S(=O)(=O)NC(=O)NC3CCCCC3)cc1)C(=O)C2(C)C
  A = 2	B = 2	C = 38*	D = 1	E = 0	F = 1	G = 3	H = 22	I = -4	J = -2

14: CCCCCCC(=O)NC1CCCCN(Cc2ccc(C)cc2)C1=O (stereo not given)
  A = -3	B = x	C = -1	D = 0	E = -1	F = 0	G = -3	H = 2	I = x	J = 0

15: S=C(NCCC1=CCCCC1)Nc1ccc(Cl)cc1
  A = 0	B = 4	C = -4	D = 1	E = 1	F = 3	G = 3	H = -3	I = -3	J = 1

16: CCOc1ccc(C(=O)CCC(=O)NCC(=O)Nc2ccc(F)c(F)c2F)cc1
  A = 2	B = -1	C = 6	D = 0	E = -3	F = -1	G = 1	H = 4	I = -2	J = 2

17: Fc1ccc(CSc2ccc3nnc(-c4ccccn4)n3n2)cc1
  A = -2	B = 6	C = -6	D = -4	E = -1	F = -5	G = -1	H = -2	I = 0	J = 6

18: Cc1cccc(N(C)c2cc(-c3ccc(F)cc3)nc3ccnn23)c1
  A = -5	B = 5	C = 5	D = -2	E = -7	F = -7	G = -4	H = 1	I = x	J = 5

19: CC(NC(=O)c1cccs1)c1ccc2c(c1)OCO2 (stereo not given)
  A = 2	B = -4	C = 1	D = 1	E = 1	F = -3	G = -2	H = -4	I = 4	J = 1

20: Cc1ccc(O)c(CNc2cnc3ccccc3c2)c1
  A = 3	B = -4	C = -1	D = 1	E = -12	F = 4	G = 3	H = 0	I = -7	J = -12

Later entries.
Keys: A = PRMT1 FP inh; B = TCR-CD3 inh; C = rCAG RNA binder; D = UHRF1 binding; E = NPR2 activator; F = MBD2 DNA inh; G = SIAE primary; H = mABHD4 FP; I = HTRA1 inhibitor; J = GC-A act
21: CC(C)(O)C#CC#CCN1CCOCC1
  A = -2	B = 0	C = 2	D = -3	E = 2	F = 0	G = 0	H = 3	I = 0	J = 2

22: COc1cc(OC)cc(C(=O)NCCc2cnc[nH]2)c1
  A = -3	B = 3	C = -2	D = 3	E = 0	F = 1	G = -1	H = 2	I = 4	J = -3

23: Cc1cc(C)c(S(=O)(=O)NCC23C=CC(O2)C2C(=O)N(c4ccccc4)C(=O)C23)c(C)c1 (stereo not given)
  A = 54*	B = 2	C = -4	D = -1	E = 4	F = 5	G = -4	H = 5	I = -6	J = 0

24: COc1ccc(C(=O)Nc2ccc(Cl)cc2C(=O)NCCN2CCOCC2)cc1
  A = 0	B = 7	C = -5	D = -2	E = -4	F = -8	G = -4	H = 1	I = 0	J = -4

25: Fc1ccc(-c2cn3cc(C(F)(F)F)cc(Cl)c3n2)cc1
  A = -5	B = 1	C = -1	D = -3	E = -3	F = -2	G = 0	H = -13	I = -23	J = 2

26: NS(=O)(=O)c1cccc(NC(=O)COC(=O)CCc2ccccc2)c1
  A = 1	B = 9	C = 3	D = 0	E = 6	F = 0	G = 5	H = -2	I = 9	J = -1

27: CN(CCC#N)C(=O)COC(=O)c1ccccc1C(=O)c1ccc(Cl)c([N+](=O)[O-])c1
  A = 2	B = 4	C = -5	D = 0	E = -6	F = 2	G = -2	H = 1	I = -6	J = -3

28: CCOC(=O)c1cc2c(=O)n3ccccc3nc2n(Cc2ccco2)c1=NC(=O)c1ccccc1OCC
  A = 7	B = -5	C = 6	D = -3	E = -1	F = -8	G = 1	H = -2	I = -1	J = 6

29: O=C1/C(=C/c2cccs2)SC(=S)N1CCCC(=O)N(CCO)c1ccccc1
  A = -3	B = 2	C = 1	D = -3	E = -5	F = -1	G = -13	H = -3	I = -5	J = -19

30: O=C(NCC1CCCO1)c1cn(Cc2ccccc2Cl)nc1-c1ccccc1 (stereo not given)
  A = -2	B = -7	C = -9	D = 0	E = 2	F = -2	G = 1	H = 1	I = -2	J = 4

Next part.
Keys: A = PRMT1 FP inh; B = TCR-CD3 inh; C = rCAG RNA binder; D = UHRF1 binding; E = NPR2 activator; F = MBD2 DNA inh; G = SIAE primary; H = mABHD4 FP; I = HTRA1 inhibitor; J = GC-A act
31: CC(=O)Cc1nsc(NC(=O)c2ccc(-c3ccc(Cl)c(Cl)c3)o2)n1
  A = 0	B = -6	C = 10	D = 0	E = 1	F = -7	G = -7	H = -7	I = -6	J = 4

32: NNC(=S)Nc1ccccc1Cl
  A = 0	B = -6	C = 4	D = -2	E = -3	F = 0	G = 4	H = 6	I = 2	J = 0

33: Cc1cc(N2C(=O)C(O)=C(C(=O)c3cc4ccccc4o3)C2c2ccc(OC(C)C)cc2)no1 (stereo not given)
  A = -4	B = 3	C = 25	D = 0	E = -3	F = -1	G = -3	H = 5	I = -13	J = 11

34: CC(C)(C)c1ccc(OCCC(=O)OCC(=O)NC2CC2)cc1
  A = -4	B = 0	C = -2	D = 3	E = -1	F = 2	G = -1	H = -7	I = 2	J = 1

35: CC1(C)OCC(N)(CO)CO1
  A = 1	B = -12	C = 0	D = -1	E = 8	F = 5	G = 4	H = 3	I = 4	J = 0

36: O=C(CN1CCN(C(=O)c2ccc(-c3nc4ccccc4s3)o2)CC1)Nc1cccc(F)c1
  A = 3	B = -9	C = 0	D = -2	E = 1	F = -3	G = 2	H = 4	I = -1	J = 2

37: NS(=O)(=O)c1cccc(NC(=O)CN2CCC(Cc3ccccc3)CC2)c1
  A = 3	B = -2	C = 0	D = 2	E = -3	F = -2	G = 1	H = 2	I = 2	J = 1

38: CC1CCC(NC(=O)CSc2nnnn2C)CC1 (stereo not given)
  A = 7	B = -10	C = 2	D = 1	E = 5	F = 6	G = -2	H = -10	I = 2	J = 1

39: CCOC(=O)c1ccc(S(=O)(=O)N2CCNCC2)cc1
  A = -2	B = 4	C = -4	D = -2	E = 2	F = -1	G = 4	H = -1	I = 2	J = 2

40: CCc1ccccc1-c1cc(C(=O)OC)c2n(c1=O)CCC2
  A = -1	B = x	C = 0	D = 0	E = 0	F = -2	G = -3	H = 7	I = x	J = 1

Molecules shown so far with a cyano group, in the order listed:
Keys: A = PRMT1 FP inh; B = TCR-CD3 inh; C = rCAG RNA binder; D = UHRF1 binding; E = NPR2 activator; F = MBD2 DNA inh; G = SIAE primary; H = mABHD4 FP; I = HTRA1 inhibitor; J = GC-A act
3: CN(C(=O)CSc1ncn[nH]1)C1(C#N)CCCCC1
  A = 2	B = -1	C = 0	D = 10	E = -1	F = 1	G = -6	H = 5	I = -6	J = -4

27: CN(CCC#N)C(=O)COC(=O)c1ccccc1C(=O)c1ccc(Cl)c([N+](=O)[O-])c1
  A = 2	B = 4	C = -5	D = 0	E = -6	F = 2	G = -2	H = 1	I = -6	J = -3

(further entries)
Keys: A = PRMT1 FP inh; B = TCR-CD3 inh; C = rCAG RNA binder; D = UHRF1 binding; E = NPR2 activator; F = MBD2 DNA inh; G = SIAE primary; H = mABHD4 FP; I = HTRA1 inhibitor; J = GC-A act
41: Cn1nc(C(=O)Nc2sccc2C(N)=O)ccc1=O
  A = 4	B = 1	C = 12	D = -5	E = -6	F = -4	G = 16	H = 3	I = 12	J = 4

42: Cc1cc(C(=O)N/N=C(\CCC(=O)O)c2cccs2)c2ccccc2n1
  A = 4	B = -4	C = 1	D = 1	E = 4	F = -3	G = 0	H = -4	I = 2	J = -5

43: CC(=O)Nc1ccc(NS(=O)(=O)c2ccc3[nH]c(=O)[nH]c3c2)cc1
  A = 2	B = 4	C = 0	D = -1	E = 0	F = -5	G = 1	H = 5	I = 9	J = 1

44: Cc1ccc(C2(c3noc(CN(C)Cc4cccnc4)n3)CCCC2)cc1
  A = 0	B = -4	C = -9	D = -2	E = -22	F = -1	G = 1	H = 0	I = -8	J = -46

45: O=C(Cn1cc([N+](=O)[O-])ccc1=O)NCc1ccc(Cl)cc1Cl
  A = 2	B = 10	C = 3	D = -6	E = 2	F = 0	G = -11	H = 5	I = -3	J = 3

46: COc1cc(SC)ccc1C(=O)Nc1nc(C)cc(C)n1
  A = -3	B = -5	C = 2	D = 0	E = -1	F = 2	G = -2	H = -8	I = -2	J = 1

47: CN(Cc1ccccc1)C(=O)c1cccc(NC(=O)Cc2ccc(NC(=O)C3CCN(C(=O)CCc4ccccc4)CC3)cc2)c1
  A = -1	B = 3	C = 10	D = 1	E = -4	F = 1	G = -26	H = -20	I = -23	J = 2

48: COc1cccc(C(=O)NCC(=O)N/N=C/c2cccnc2)c1
  A = 0	B = -12	C = -3	D = -1	E = 2	F = -3	G = 7	H = -1	I = -5	J = 1

49: COc1ccccc1N1CCN(S(=O)(=O)CCNC(=O)C2CC2)CC1
  A = 2	B = -5	C = -1	D = -1	E = 4	F = 0	G = -7	H = 2	I = 4	J = 1

50: CC(C)(C)NC(=O)C(=O)NNC(=O)c1ccco1
  A = 1	B = -5	C = 2	D = 0	E = 6	F = 4	G = -4	H = 6	I = -13	J = 2
